High-throughput results as filed in PubChem BioAssay.
Lipid storage S3 = qHTS Assay for Lipid Storage Modulators in Drosophila S3 Cells | Potency in µM for hits, for the others lipid storage change, negative = inhibition, % at the top dose, mostly 46.1 µM | Drosophila S3 cells, BODIPY lipid droplet fluorescence, 18-24 h; cells fed with added oleic acid | AID 2685 | hit rate 0.64% among 320,000; active = well fitted inhibition curve with a large enough effect in the signal ratio, with a control signal flat, not every such curve was filed as active; inconclusive = small, poorly fitted or top-dose-only effect, or effect the other way, or a change in a side signal; the % refers to the signal ratio
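Drosophila S3 cells got compounds at several concentrations plus oleic acid (400 uM solution). Laser-scanning cytometry with 488 nm excitation read lipid droplets at 500-530 nm and cells at 575-640 nm. Percent activity was relative to 20 uM Triacsin C.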
Lipid storage S3 cell count max = further read-out of Lipid storage S3, marked with its call; cell number change, %; measured here: cell count max response;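 cells counted by Cell Tracker Red CMTPX staining in the red channel; peak over a dose series mostly up to 46.1 µM; percent activity relative to internal control wells on each plate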
Active calls of the source: *; i = inactive; ? = inconclusive; . = no result given; [ ] = remark or other dose. % is set by controls: 0 for no effect and ±100 for the full control effect; potency is the fitted concentration of half-maximal effect. A portion of the library, so the mix of outcomes need not match the whole.

SMILES | Lipid storage S3 | Lipid storage S3 cell count max
Cc1ccc(S(=O)(=O)N2CCN(CC(O)c3ccccc3)CC2)cc1 (stereo unspecified) | ? | .
Cc1csc(=O)n1CCC(=O)OCC(=O)Nc1ncc(Cl)cc1Cl | ? | .
C=C(C)CC1(NC(C)c2ccccc2)CCCCC1 (stereo unspecified) | ? | .
Cc1oc2ccc(OCc3ccccc3Cl)cc2c1C(=O)O | ? | .
O=C(NCCS(=O)(=O)NCc1ccc(Cl)cc1)c1ccccc1 | i | .
Cc1ccc(C)c(C(=O)CC2(O)C(=O)Nc3ccccc32)c1 (stereo unspecified) | i | .
COC(=O)C1=C(C)NC(=O)/C1=C\c1cc(C)n(-c2ccccc2F)c1C | ? | .
Cc1cc(=O)oc2cc(OC(C)C(=O)Nc3ccc(C(N)=O)cc3)ccc12 (stereo unspecified) | ? | .
COc1ccc(NS(=O)(=O)c2cccc(C(=O)N3CCCC(C)C3)c2)cc1 (stereo unspecified) | ? | .
CCn1c(N2CCN(S(=O)(=O)c3ccc(F)cc3)CC2)nc2ccccc21 | ? | .
O=C(CCN1CCN(S(=O)(=O)c2ccc(F)cc2)CC1)Nc1ccccc1F | ? | .
CCSC(SCC)[C@H](O)[C@@H](O)[C@H](O)[C@H](O)CO | ? | .
CCCc1cc(=O)[nH]c(SCc2cc(C(=O)OC)c(C)o2)n1 | ? | .
Cc1ccc(-c2[nH]ncc2C(=O)c2cccc(F)c2)c(O)c1 | 3% | 1
CN(C)S(=O)(=O)c1cccc(NC(=O)CNCc2ccccn2)c1 | -12% | 16
COc1cccc(CNC(=O)c2ccc(CS(=O)c3ccccc3)o2)c1 (stereo unspecified) | ? | .
CCN(CC1COc2ccccc2O1)C(=S)NC1CC2CCC1C2 (stereo unspecified) | ? | .
Cc1ccc(CN2CCN(C3CCC3)CC2CCO)cc1 (stereo unspecified) | ? | .
Cc1ccc(C(=O)Nc2ccc3[nH]c(=O)[nH]c3c2)c(C)c1 | -10% | 0
O=C1NCCCC2c3c(cc(Br)c(O)c3Br)OC12N1CCOCC1 (stereo unspecified) | ? | .
COc1cccc2cc(C(C)N(CCCN3CCOCC3)C(=S)Nc3cccc(C)c3C)oc12 (stereo unspecified) | 4% | 12
O=C(NC1CCCCCC1)c1c(O)c2ccccc2[nH]c1=O | ? | .
COc1ccc(NC(=S)Nn2cnnc2)cc1OC | 1% | 4
CCn1c(SCC(=O)N2CCC(C)CC2)nnc1-c1ccc(S(=O)(=O)N2CCN(C)CC2)cc1 | ? | .
CCCn1c2c(c(O)c(C(=O)Nc3ccc(OCC)cc3)c1=O)CCCC2 | 1% | -1
CS(=O)(=O)N(CC(=O)NC1CCCC1)Cc1ccc(Cl)cc1 | ? | .
Cc1nn(C)cc1C(C(=O)NC1CCCCC1)N(C(=O)Cc1cccs1)c1ccc(C(C)C)cc1 (stereo unspecified) | ? | .
O=C(N/N=C/c1ccc(N2CCOCC2)cc1)c1ccc(NS(=O)(=O)c2cccs2)cc1 | -24% | -16
O=C(O)c1cnn(-c2ccccc2)c1-c1ccncc1 | i | .
COc1ccc(/C=N/NC(=O)c2nnn(-c3nonc3N)c2CN(C)C2CCCCC2)cc1 | i | .
O=C(C#Cc1ccccc1)c1cccc([N+](=O)[O-])c1 | ? | .
C/C(=N/Nc1nc(-c2ccccc2)cc(-c2ccc(F)cc2)n1)c1cccc(N)c1 | -22% | -20
Cc1ccc(CNC(=O)COC(=O)c2ccc(S(=O)(=O)N3CCCC3)cc2)cc1 | ? | .
CCOC(=O)c1ccc(CC(=O)c2ccc(O)c(O)c2O)o1 | 2% | -9
O=C(CCSc1ccc(Br)cc1)Nc1cccnc1 | ? | .
CCOC(=O)c1[nH]cnc1C(=O)Nc1ccc(F)cc1 | 8% | 8
COCCCNC(=S)NC(=O)c1ccc([N+](=O)[O-])cc1 | ? | .
CCN1CCN(S(=O)(=O)c2ccc(Cl)c(C(=O)NCCOc3ccc(C)cc3)c2)CC1 | 9%[0.0737 µM] | .
CC(C)(C)c1ccc(OCCNC(=S)Nc2ccccc2)cc1 | ? | .
Cc1ccc(Cn2ccc(NC(=O)c3cc(-c4ccc(Br)cc4)on3)n2)cc1 | 7% | 6
CN(Cc1cnccn1)Cc1c(C(=O)N2CCc3ccccc3C2)nc2ccc(Cl)cn12 | 5% | -21
NC(=O)C1CCN(C(=O)c2ccc3c(=O)n(Cc4cccc(Br)c4)c(=S)[nH]c3c2)CC1 | ? | .
CCC(NC(=O)c1ccccc1NC(=O)c1ccco1)C(=O)NNC(=O)c1ccncc1 (stereo unspecified) | -8% | -8
O=C(CNC(=O)c1ccc(Cl)cc1Cl)OCc1ccccc1 | ? | .
CCOC(=O)/C(C#N)=C/c1cc(C)n(-c2ccccc2)c1C | -5% | 1
CCCCNC(=O)NS(=O)(=O)c1ccc(C(=O)OC(C)C)o1 | -2% | 0
O=C(COc1ccc2ccccc2c1)NCCNC(=O)COc1ccc2ccccc2c1 | 0% | 6
CCc1csc(CNC(=O)C2CCC(=O)N(Cc3cccc(F)c3)C2)n1 (stereo unspecified) | ? | .
CCCCN(CC)CCNC(=O)CCNC(=O)Cn1ccc2ccccc2c1=O | 2% | 1
CC(=O)NCC(O)c1ccc([N+](=O)[O-])cc1 (stereo unspecified) | 0% | 6

Record cards, as listed above. Screens in order: Lipid storage S3	Lipid storage S3 cell count max
`O=C(CNC(=O)c1ccc(Cl)cc1Cl)OCc1ccccc1` in the list: ?	.
`CCOC(=O)/C(C#N)=C/c1cc(C)n(-c2ccccc2)c1C` in the list: -5%	1
`CCCCN(CC)CCNC(=O)CCNC(=O)Cn1ccc2ccccc2c1=O` in the list: 2%	1
`O=C(COc1ccc2ccccc2c1)NCCNC(=O)COc1ccc2ccccc2c1` in the list: 0%	6

(cont.)
SMILES | Lipid storage S3 | Lipid storage S3 cell count max
CCN1CCN(CC(=O)Nc2cc(F)ccc2C)CC1 | ? | .
Cc1ccc(Nc2c(-c3ccccn3)nc3cc(C)ccn23)cc1 | ? | .
CC(NC(=S)NC(=O)c1ccccc1Br)c1ccccc1 (stereo unspecified) | ? | .
COC(=O)/C=C1/S/C(=N/N=C/c2ccc(N(C)C)cc2)NC1=O | -11% | 26
CN(CC(=O)Nc1cccc(F)c1)C(=O)c1ccc2c(c1)OCCO2 | -21%[0.0737 µM] | 4
COc1ccc(NC(=O)c2cc(-c3ccccc3)oc2C)cc1 | ? | .
Cc1ccccc1OCCOC(=O)c1c(-c2ccccc2)noc1C | -4% | -9
COc1cc(C(=O)NCc2ccncc2)cc(Br)c1OCc1ccccc1 | ? | .
O=S(=O)(N[C@H]1C[C@@H](NS(=O)(=O)OCC(Cl)(Cl)Cl)C2CCCCC21)OCC(Cl)(Cl)Cl (stereo partly specified) | ? | .
COCCN1C2=C(COC(C)(C)C2)C(=S)NC1c1ccccc1 (stereo unspecified) | 1% | 7

4 compounds out of the list above, sorted by their value in Lipid storage S3 cell count max, smallest number first:
SMILES | Lipid storage S3 | Lipid storage S3 cell count max
Cc1ccccc1OCCOC(=O)c1c(-c2ccccc2)noc1C | -4% | -9
CN(CC(=O)Nc1cccc(F)c1)C(=O)c1ccc2c(c1)OCCO2 | -21%[0.0737 µM] | 4
COCCN1C2=C(COC(C)(C)C2)C(=S)NC1c1ccccc1 (stereo unspecified) | 1% | 7
COC(=O)/C=C1/S/C(=N/N=C/c2ccc(N(C)C)cc2)NC1=O | -11% | 26

(list continues)
SMILES | Lipid storage S3 | Lipid storage S3 cell count max
Cc1nc([N+](=O)[O-])cn1CC(=O)Nc1ccc2c(c1)OCO2 | ? | .
C/C(=N\N1CCN(c2ccc(Cl)cc2)CC1)c1cccs1 | ? | .
COc1cc(C2CC(=O)Oc3c(C(CCN4CCCC(C)C4)c4ccc(N(C)C)cc4)c(OC)cc(OC)c32)cc(OC)c1OC (stereo unspecified) | ? | .
CCOC(=O)C1CCCN(C(=O)C(=O)Nc2ccc3nc4n(c(=O)c3c2)CCCCC4)C1 (stereo unspecified) | ? | .
O=c1oc2ccc(Br)cc2cc1-c1nc2ccccc2o1 | -11% | -5
CN(CC(=O)Nc1ccc(F)cc1)CC(=O)Nc1ccc(Cl)c(S(=O)(=O)N2CCOCC2)c1 | ? | .
N/C(=N\OC(=O)COc1ccc(Cl)cc1Br)c1cccnc1 | ? | .
COc1ccc(C(=O)N/N=C(\N)c2cc3ccccc3oc2=O)cc1 | ? | .
COc1ccccc1Nc1nc2nonc2[nH]c1=O | -7%[9.22 µM] | 20
Cn1c(CC(=O)Nc2ccccc2F)nnc1SCC(=O)Nc1nccs1 | -12% | 24
COCCCNC(=O)CCc1c(C)nc2c(c(C)nn2-c2ccc(C)cc2)c1C | ? | .
S=C(NCCc1cccc(Cl)c1)NC1CCCCC1 | -6% | 20
O=C(NCCc1ccccc1)C1CCCN1S(=O)(=O)c1ccccc1 (stereo unspecified) | -6% | -19
CC(C)Oc1cccc(C(=O)Nc2ccc(NC(=O)c3ccco3)cc2)c1 | ? | .
O=C(Nc1ccc(Cl)c(Cl)c1)c1ccc(Cn2cc(Cl)cn2)cc1 | -28% | -10
Cc1ccc(C2CC(c3cccs3)=NN2C(=O)CSc2nc(=O)n3ccc(C)cc3n2)cc1 (stereo unspecified) | i[0.0737 µM] | .
COCc1cc(C)nc(OCC(=O)N/N=C/c2ccc(-c3cc([N+](=O)[O-])ccc3C)o2)c1C#N | ? | .
COc1ccccc1/C=C/C(=O)NC(=S)N1CCN(C)CC1 | i | 0
CCCCCn1c(=O)c(Cc2ccccc2)c(O)c2ccccc21 | 6% | 9
c1ccc2c(-c3nn4nnnc4c4ccccc34)cccc2c1 | ? | .

Nothing new here: entries from further up.
SMILES | Lipid storage S3 | Lipid storage S3 cell count max
Cc1ccc(C2CC(c3cccs3)=NN2C(=O)CSc2nc(=O)n3ccc(C)cc3n2)cc1 (stereo unspecified) | i[0.0737 µM] | .
COCc1cc(C)nc(OCC(=O)N/N=C/c2ccc(-c3cc([N+](=O)[O-])ccc3C)o2)c1C#N | ? | .
COc1ccccc1/C=C/C(=O)NC(=S)N1CCN(C)CC1 | i | 0
CCCCCn1c(=O)c(Cc2ccccc2)c(O)c2ccccc21 | 6% | 9
c1ccc2c(-c3nn4nnnc4c4ccccc34)cccc2c1 | ? | .

The list continues:
SMILES | Lipid storage S3 | Lipid storage S3 cell count max
O=C1c2cc([N+](=O)[O-])ccc2-c2ncccc21 | 10% | 10
Cc1ccccc1NC(=O)c1ccc(C)c(S(=O)(=O)N2CCN(C)CC2)c1 | ? | .
O=C(O)[C@H](Cc1ccccc1)NC(=O)N1CCN(c2ccccc2)CC1 | -5% | 23
CC(=O)Nc1ccc(C(=O)CSc2nnnn2C2CCCC2)cc1 | ? | .
O=C(NC1CCN(C(=O)Nc2ccc(F)cc2)CC1)c1cccc(F)c1 | ? | .
C/C(=N/NC(=O)c1cccc(N2CCCC2=O)c1)c1ccncc1 | 10% | 3
Cc1ccc(C2CC(c3ccc(F)cc3)Nc3nc(N)nn32)cc1 (stereo unspecified) | ? | .
COc1ccc(Cl)cc1NC(=O)CCN1C(=O)C2C3CCC(C3)C2C1=O (stereo unspecified) | i | 12
Cc1cc(C)cc(NC(=S)NCCc2ccc(S(N)(=O)=O)cc2)c1 | ? | .
CCC1(C)NC(=O)N(/N=C/c2cc(OC)c(O)c(OC)c2)C1=O (stereo unspecified) | 2% | 11
COc1ccc(C)cc1NC(=O)C(Sc1nnc(Nc2ccccc2F)s1)c1ccccc1 (stereo unspecified) | 12% | 9
O=C(O)CCC(=O)N1CCc2cc(S(=O)(=O)NCc3cccs3)ccc21 | -28% | 19
O=C(CSc1ccc(Br)cc1)NCC(c1cccs1)N1CCOCC1 (stereo unspecified) | 21% | 28
COc1cccc(C(=O)Nc2nc3ccc(S(C)(=O)=O)cc3s2)c1 | 0% | -8
COc1ccc2[nH]cc(CCNS(=O)(=O)Cc3ccccc3)c2c1 | 12% | 17
COc1ccc(N(CC(=O)NCc2cccs2)S(=O)(=O)c2c(C)nn(C)c2C)cc1 | ? | .
O=C(COC(=O)c1c(F)cccc1Cl)NC1CCCC1 | i | 24
Cc1ccccc1S(=O)(=O)/N=C(/c1ccccc1)N(C)C | i | -8
CCCc1cc(=O)n2[nH]c(NC(=O)c3ccco3)nc2n1 | ? | .
COc1ccc(Cc2nnc(NC(=O)C(C)(C)C)s2)cc1 | -7% | .
O=C(CCc1ccccc1)Nc1nccs1 | 7% | 4
CC(=O)N1CCc2c(sc(NC(=O)CN3C(=O)c4ccccc4C3=O)c2C(N)=O)C1 | -6% | 0
O=C(CCNC(=O)c1ccccc1)NCCc1ccc(Cl)cc1 | 28% | -5
COc1ccc(NC(=S)N2CCN(C/C=C/c3ccccc3)CC2)c(OC)c1 | ? | .
CCOC(=O)c1ccc(S(=O)(=O)N2CCN(CC(O)COc3cccc(C(C)=O)c3)CC2)cc1 (stereo unspecified) | 6% | 9
Nc1ncnc2c1C1(CCCCC1)Cc1ccccc1-2 | ? | .
CC(NC1CCN(Cc2ccccc2)CC1)c1ccc(F)cc1 (stereo unspecified) | i | 12
CN1C(=O)N2CN(C3CCCCC3)CN3C(=O)N(C)C1C23 (stereo unspecified) | ? | .
CCc1ccc(N(C(=O)Cn2nnc(-c3ccccc3)n2)C(C(=O)NC2CCCCC2)c2ccccn2)cc1 (stereo unspecified) | 14% | -4
O=[N+]([O-])c1cccc2c(S(=O)(=O)N3CCCCC3)cccc12 | i | -7
O=C1/C(=C/c2ccc([N+](=O)[O-])cc2)CCC1C1CCCC1 (stereo unspecified) | 2% | -9
Cn1cccc1C(=O)c1ccc(Cl)cc1Cl | 8% | -12
COC(=O)c1ccccc1NC(=O)c1ccc(COc2cccc3ccccc23)o1 | ? | .
